# eLon inh: E. coli protease La inhibition. purified E. coli Lon protease, fluorescence polarization. inhibition, % at 7.94 µM. 360,000 compounds, 0.42% hits. P0A9M0; in the data active = inhibition above about 13%, passing the limit was not always enough;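 note: 0% = enzyme with probe and DMSO and 100% = no enzyme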
# CSN deneddyl inh: CSN deneddylation inhibition; Purified CSN, SCF-Nedd8-OG deneddylation, fluorescence polarization; Q92905; 360,000 compounds, 0.38% hits; inhibition, % at 12.5 µM;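 active = pattern-corrected inhibition above about 35%, with an unprinted fluorescence ratio check between 0.5 and 1.5, limit read from the data, passing the limit was not always enough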;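 note: 0% = enzyme with substrate and 100% = substrate without enzyme; some results filed as inactive read as strong as hits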
# Target sequence (Q92905 whole entry, looked up, one chain of several): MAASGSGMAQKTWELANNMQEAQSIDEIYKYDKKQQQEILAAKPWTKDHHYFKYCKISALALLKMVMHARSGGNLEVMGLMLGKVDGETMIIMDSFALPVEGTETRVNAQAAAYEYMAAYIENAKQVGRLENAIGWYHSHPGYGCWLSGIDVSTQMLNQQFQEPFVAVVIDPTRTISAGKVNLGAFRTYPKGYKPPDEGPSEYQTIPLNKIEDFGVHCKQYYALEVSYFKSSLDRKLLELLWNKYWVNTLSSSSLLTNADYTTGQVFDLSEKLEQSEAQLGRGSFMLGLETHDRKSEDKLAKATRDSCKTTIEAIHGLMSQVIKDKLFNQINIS
#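 Assay system: purified human Csn5 enzyme expressed in HEK293T cells; measure: % inhibition; also added: SCFSkp2-Nedd8OG substrate at 10 nM final; technique: fluorescence polarization; times: reaction 90 min, room temperature; medium: Tris buffer pH 7.5, NaCl, DTT, Tween-20, trehalose, ovalbumin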
# Rin1-Abl PPI inh: blocks binding of human Rin1 to Abl. P00519+Q13671. TR-FRET Rin1/Abl binding, biochemical. inhibition, % at 7.35 µM. 360,000 compounds, 0.4% hits; in the data active = inhibition above about 5%, passing the limit was not always enough
# PABP1 MLLE inh: blocks PAM2 peptide binding to the PABP1 MLLE domain | GST-MLLE / FITC-PAM2 fluorescence polarization | P11940 | 360,000 compounds, 0.36% hits | inhibition, % at 20 µM; in the data active = inhibition above about 35%, passing the limit was not always enough;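 note: plate controls were DMSO wells with GST-MLLE for no effect and wells lacking GST-MLLE protein for full effect; some results filed as inactive read as strong as hits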
# MsrA inhibitor: bovine MsrA inhibition; inhibition, % at 15.5 µM; purified bovine MsrA, absorbance read-out; 360,000 compounds, 0.75% hits; AID 651718; in the data active = inhibition above about 4.5%;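 note: 0% = vehicle wells with enzyme and 100% = reference inhibitor wells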
# bovine MsrA act: activates bovine MsrA enzyme; activation, % at 10.6 µM; purified bovine MsrA, absorbance read-out; 360,000 compounds, 0.3% hits; in the data active = activation above about 7.5%;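 note: 0% = vehicle and 100% = reference activator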
# FAS TE block: blocks the thioesterase domain of human fatty acid synthase; inhibition, % at 15 µM; P49327; recombinant FAS-TE, OMFH fluorogenic substrate, fluorescence endpoint; 360,000 compounds, 0.67% hits;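 active = compounds whose normalised, plate-corrected inhibition of enzyme fluorescence in the single-dose primary screen is 50% or more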;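 note: 0% = DMSO with enzyme and 100% = substrate without enzyme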
# Neddyl block: cullin neddylation inhibition. P61081+Q13564. TR-FRET cullin neddylation, biochemical. calls only at 25 µM. 360,000 compounds, 0.58% hits; in the data active = inhibition above about 36%
# Target sequence (P61081 whole entry, looked up): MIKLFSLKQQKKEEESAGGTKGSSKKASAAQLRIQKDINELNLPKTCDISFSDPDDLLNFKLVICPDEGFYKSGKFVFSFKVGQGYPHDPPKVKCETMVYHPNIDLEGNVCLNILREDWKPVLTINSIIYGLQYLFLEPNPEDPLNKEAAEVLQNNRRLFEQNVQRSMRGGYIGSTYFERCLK
# Target sequence (Q13564 whole entry, looked up): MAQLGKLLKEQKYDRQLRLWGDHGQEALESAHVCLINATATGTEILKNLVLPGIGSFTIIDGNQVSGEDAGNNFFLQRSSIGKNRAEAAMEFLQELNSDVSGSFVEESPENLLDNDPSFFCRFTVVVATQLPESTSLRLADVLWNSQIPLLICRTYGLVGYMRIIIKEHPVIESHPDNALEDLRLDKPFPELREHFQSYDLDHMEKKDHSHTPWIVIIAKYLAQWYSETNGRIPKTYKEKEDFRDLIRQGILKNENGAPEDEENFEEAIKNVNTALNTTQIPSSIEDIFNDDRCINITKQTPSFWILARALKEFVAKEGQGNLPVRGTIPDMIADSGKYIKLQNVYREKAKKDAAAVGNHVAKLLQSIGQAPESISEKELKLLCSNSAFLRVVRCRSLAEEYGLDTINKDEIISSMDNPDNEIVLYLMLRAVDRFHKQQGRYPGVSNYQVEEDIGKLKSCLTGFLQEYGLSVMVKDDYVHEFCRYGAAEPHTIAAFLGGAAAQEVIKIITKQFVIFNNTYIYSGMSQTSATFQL
# TbMetRS inhib: Trypanosoma brucei MetRS inhibition. 360,000 compounds, 0.4% hits. inhibition, % at 11.9 µM. purified T. brucei MetRS, ATP depletion, Kinase-Glo luminescence;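 active = inhibition above a per-plate cutoff of the control wells' mean inhibition plus 3 SD, cut at about 5.5% in these data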;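 note: 0% = DMSO wells median and 100% = median of wells with control inhibitor compound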
#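 Material: parasite MetRS enzyme / Replication: singlicate, one well per compound / Signal: luminescence of leftover ATP / Schedule: 2 h aminoacylation at 25 °C after 15 min preincubation / Medium: HEPES-MgCl2-KCl buffer plus DTT, spermine, BSA, pyrophosphatase / Doses: 11.9 µM single point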
# An asterisk follows results filed as active; i = inactive; / = no result given. Not a hit list; any-hit rate near 4%.
item	Molecule	eLon inh	CSN deneddyl inh	TbMetRS inhib	Neddyl block	bovine MsrA act
1	COc1ccc(CCNC2CCN(C)CC2)cc1OC	-3	4	0.8	i	1
2	COc1ccc(CCNC(=O)Cn2c(=O)n(-c3ccc(F)cc3)c(=O)c3sccc32)cc1OC	-1	-4	-0.4	i	0
3	COc1ccccc1C(=O)OCCN1CCOCC1	-2	-1	0.1	i	-1
4	O=C(O)CN1CCCC1=Nc1ccccc1	-4	-6	-0.5	i	-2
5	CC1CC(C)CN(C(=O)COC(=O)CCc2nc3ccccc3c(=O)[nH]2)C1 (centres undefined)	-1	6	-0.5	i	0
6	Cc1nc(-c2cccc(C(F)(F)F)c2)sc1C(=O)O	0	4	0.0	i	-2
7	Cc1c(C)c2cc(Cl)c(O)c(CN3CCN(C)CC3)c2oc1=O	2	-1	0.6	i	0
8	CCc1ccc(OCC(=O)O/N=C(\N)Cc2ccc([N+](=O)[O-])cc2)cc1	-6	0	0.5	i	-2
9	CC(=O)OC1C([N+]2(C)CCCCC2)C[C@H]2C3CC[C@H]4C[C@H](OC(C)=O)C([N+]5(C)CCCCC5)CC4(C)[C@H]3CCC12C (some centres undefined)	-2	-2	-0.4	i	-5
10	C=CCc1cc(Cl)ccc1OCCNCCN1CCOCC1	-2	-1	-0.5	i	-2

item	MsrA inhibitor	FAS TE block	Rin1-Abl PPI inh	PABP1 MLLE inh
1	-0.1	-5	-2	2
2	1.0	-8	-2	21
3	0.9	-7	5	23
4	-2.1	-10	-2	-3
5	-0.7	-6	-2	-8
6	-0.2	-12	1	1
7	3.4	-3	2	0
8	1.2	37	-6	4
9	1.1	-2	-2	10
10	1.5	-6	-3	-7

# (list continues)
item	Molecule	eLon inh	CSN deneddyl inh	TbMetRS inhib	Neddyl block	bovine MsrA act
11	COc1ccc2c(c1)CCc1c(C(=O)NCc3cccnc3)noc1-2	0	-6	-0.7	i	-5
12	Cc1ccc(S(=O)(=O)N2CCC(C(=O)NCCCn3ccnc3)CC2)cc1	-4	-6	-0.4	i	0
13	COCc1[nH]nc2c1C1(CCSCC1)C(C#N)=C(N)O2	-2	-1	-0.3	i	1
14	C=C[C@]1(C)C=C2C(=O)C[C@H]3C(C)(C)CCC[C@]3(C(=O)O)[C@@]2(O)CC1	-4	-8	0.1	i	-2
15	O=C1CCCc2ccccc2N1Cc1ccc(F)cc1	-13	-3	-0.3	i	-1
16	COc1ccc(Nc2c3c(nc4ccccc24)CCC3)cc1	3	1	-1.2	i	-10
17	CN(CC(=O)Nc1ccc(F)c(F)c1F)C(=O)C1CCCC1	0	-2	-0.3	i	-2
18	O=C(c1cccc(C(=O)N2CCN(c3ccccc3F)CC2)c1)N1CCN(c2ccccc2F)CC1	-16	-7	-1.3	i	-6
19	COCCNC(=S)N1CCN(c2nc(-c3cccc(OC)c3)cs2)CC1	-6	0	-0.1	i	-3
20	COc1ccc(-c2cc(-c3ccc(OC)cc3)[nH]n2)cc1	-2	0	0.5	i	-2

item	MsrA inhibitor	FAS TE block	Rin1-Abl PPI inh	PABP1 MLLE inh
11	0.3	-7	-7	-1
12	-0.1	-3	0	-5
13	0.3	-7	2	0
14	0.4	-9	6	19
15	0.1	0	0	-18
16	1.0	-3	-4	-18
17	-0.9	-4	5	2
18	0.8	1	-1	-11
19	0.7	6	-2	-127
20	1.4	10	-2	-1

# Carrying on:
item	Molecule	eLon inh	CSN deneddyl inh	TbMetRS inhib	Neddyl block	bovine MsrA act
21	Cc1cc2c(cc1C)N(C(=O)CSC1=NCCS1)C(C)(C)c1ssc(=S)c1-2	6	4	0.3	i	1
22	O=C(Nc1nc(-c2ccc(F)c(F)c2)cs1)Nc1ccc(F)cc1F	7	2	-1.7	i	-8
23	O=C(N/N=C/c1ccccc1[N+](=O)[O-])c1ccc(COc2ccccc2-c2ccccc2)cc1	1	-7	0.1	i	-4
24	O=C(COc1ccc(Cl)cc1)Nc1ccccc1CO	-9	-5	-0.7	i	-3
25	CC(C)NC(=O)CN(C)S(=O)(=O)c1ccc(F)cc1	2	0	-0.8	i	-4
26	CCCN(CC(=O)Nc1ccc(F)c(F)c1F)CC(=O)Nc1c(C)n(C)n(-c2ccccc2)c1=O	2	2	-0.2	i	-2
27	N#CC1=C(N)Oc2n[nH]c(-c3ccccc3)c2C1c1cccc(OC(=O)N2CCOCC2)c1 (centres undefined)	-1	-3	-1.0	i	-10
28	O=C(O)c1c2c(nc3ccccc13)/C(=C/c1ccc(O)cc1)CC2	2	27	0.1	/	-2
29	COc1ccc(COC(=O)C2=C(C)NC(=O)NC2c2ccccc2)cc1 (centres undefined)	-1	4	2.2	i	-1
30	NC(=O)c1cc([N+](=O)[O-])ccc1NCc1cccc([N+](=O)[O-])c1	-6	-4	-0.2	i	-6

item	MsrA inhibitor	FAS TE block	Rin1-Abl PPI inh	PABP1 MLLE inh
21	1.2	23	-2	29
22	0.7	-11	1	-6
23	0.6	27	0	-12
24	-0.6	-6	2	8
25	-0.7	-6	-1	-2
26	-0.8	0	6	4
27	1.1	-10	3	-8
28	0.3	-3	0	16
29	-0.2	1	0	11
30	0.1	9	2	7

# The list goes on.
item	Molecule	eLon inh	CSN deneddyl inh	TbMetRS inhib	Neddyl block	bovine MsrA act
31	O=c1[nH]c(C2CCN(S(=O)(=O)/C=C/c3ccccc3)CC2)nc2c1nnn2Cc1ccc(F)cc1	-9	-3	0.2	i	-1
32	Cc1cc(C)c(C#N)c(N2CCN(c3ccccc3)CC2)n1	-3	4	-0.2	i	-1
33	CC(C(=O)NCc1ccccc1)n1c(Cc2cc(F)cc(F)c2)nc2ccccc21 (centres undefined)	/	-3	-0.4	i	/
34	CCN(C(=O)COC(=O)c1ccc(-n2c(C)ccc2C)cc1)c1c(N)n(Cc2ccccc2)c(=O)[nH]c1=O	-9	2	0.0	i	-7
35	Nc1cccc(Oc2ccc([N+](=O)[O-])cc2)c1	9	-6	0.3	i	-2
36	CC(C)NS(=O)(=O)c1ccc(OCC(=O)Nc2cccc3ccccc23)cc1	-4	3	-0.9	i	-13
37	NC(=O)CC(NC(=O)c1ccc(Br)cc1)c1ccc(N2CCC(Cc3ccccc3)CC2)c([N+](=O)[O-])c1 (centres undefined)	-1	1	-0.2	i	-12
38	CCOC(=O)c1cc(-c2ccccc2)sc1NC(=O)CSc1nnnn1C	6	3	0.5	i	1
39	COc1ccc2oc(=O)cc(CN3CCN(Cc4ccc(OC)c(OC)c4OC)CC3)c2c1	-8	-2	-0.1	i	-2
40	CC(=O)N1CCSc2ccc(S(=O)(=O)NCCc3ccc(Cl)cc3)cc21	17	4	-0.7	i	-1

item	MsrA inhibitor	FAS TE block	Rin1-Abl PPI inh	PABP1 MLLE inh
31	0.5	15	-2	6
32	0.1	16	3	2
33	-0.2	/	/	/
34	-0.7	-5	1	-19
35	2.8	2	0	-6
36	0.5	2	-1	2
37	1.2	8	2	0
38	0.4	28	-3	-17
39	1.4	7	1	6
40	-0.8	12	2	9

# The listing continues:
item	Molecule	eLon inh	CSN deneddyl inh	TbMetRS inhib	Neddyl block	bovine MsrA act
41	O=C(O)C=C(Br)Br	-13	4	-0.5	i	0
42	COc1ccc(NC(=O)CSc2ccc(NC(C)=O)cc2)cc1S(=O)(=O)N1CCCCC1	-4	1	-0.8	i	-1
43	CC1(C)CC(=O)C=C(NCCc2ccccc2)C1	-8	-1	-1.2	i	-4
44	Oc1ccc(-c2csc(-c3c[nH]c4ccccc34)n2)c(O)c1	-3	-7	0.7	i	-4
45	O=C(COC(=O)c1cc(=O)[nH]c2ccccc12)Nc1ccc(Cl)c(S(=O)(=O)N2CCOCC2)c1	2	8	-0.3	i	-2
46	CCCc1cc(=O)oc2cc(OCC(=O)Nc3cc(C)on3)ccc12	-2	-4	-1.6	i	-1
47	COc1cc(NC(=S)N2CCN(C(c3ccccc3)c3ccccc3)CC2)cc(OC)c1	0	2	-0.5	i	-4
48	CCC(C)NC(=O)C1CCCN(S(=O)(=O)c2ccc3c(c2)CC(C)N3C(=O)C2CC2)C1 (centres undefined)	-3	-4	-0.6	i	-7
49	O=C(Nc1nc2c(Cl)ccc(Cl)c2s1)c1ccco1	12	1	-0.3	i	-7
50	CCCN(Cc1cc(=O)[nH]c2ccccc12)C(=O)CC	-4	-2	-0.4	i	-1

item	MsrA inhibitor	FAS TE block	Rin1-Abl PPI inh	PABP1 MLLE inh
41	0.4	-4	2	-4
42	0.1	-7	-2	5
43	0.2	-2	-1	3
44	0.9	16	-1	10
45	0.4	3	-1	-18
46	-1.2	-12	-2	6
47	0.3	21	-2	-50
48	-0.7	-4	1	-2
49	0.4	8	0	1
50	3.5	-4	-3	7

# Additional compounds follow.
item	Molecule	eLon inh	CSN deneddyl inh	TbMetRS inhib	Neddyl block	bovine MsrA act
51	CCc1ccc2c(CN3CCC(C(=O)OC)CC3)cc(=O)oc2c1	-6	-1	-0.8	i	-3
52	Cc1ccccc1NS(=O)(=O)c1ccc(C(=O)N2CCN(S(=O)(=O)c3ccccc3)CC2)cc1	-5	1	0.0	i	-2
53	CCCCOC(=O)CCc1c(C)[nH]c(=S)[nH]c1=O	-9	3	-1.1	i	-9
54	Cc1cccc(-c2nc(CN3CCCC(C(=O)NC4CCCC4)C3)c(C)o2)c1 (centres undefined)	-8	1	-1.6	i	-13
55	O=C(OCCN(C1=NS(=O)(=O)c2ccccc21)c1ccc(Cl)cc1)c1ccco1	11	-2	0.1	i	0
56	CCC(C)(C)C1CCC2(CC1)NC(=O)N(CC(=O)NCCc1c[nH]c3ccccc13)C2=O (centres undefined)	-9	-4	0.3	i	0

item	MsrA inhibitor	FAS TE block	Rin1-Abl PPI inh	PABP1 MLLE inh
51	2.9	2	3	-8
52	-0.9	10	-2	8
53	0.1	-2	-2	17
54	0.7	-6	-4	2
55	-0.5	10	-2	19
56	-0.6	0	3	-6

# Reprinted at random: 6 entries already listed, in no set order.
item	Molecule	eLon inh	CSN deneddyl inh	TbMetRS inhib	Neddyl block	bovine MsrA act
54	Cc1cccc(-c2nc(CN3CCCC(C(=O)NC4CCCC4)C3)c(C)o2)c1 (centres undefined)	-8	1	-1.6	i	-13
51	CCc1ccc2c(CN3CCC(C(=O)OC)CC3)cc(=O)oc2c1	-6	-1	-0.8	i	-3
53	CCCCOC(=O)CCc1c(C)[nH]c(=S)[nH]c1=O	-9	3	-1.1	i	-9
52	Cc1ccccc1NS(=O)(=O)c1ccc(C(=O)N2CCN(S(=O)(=O)c3ccccc3)CC2)cc1	-5	1	0.0	i	-2
56	CCC(C)(C)C1CCC2(CC1)NC(=O)N(CC(=O)NCCc1c[nH]c3ccccc13)C2=O (centres undefined)	-9	-4	0.3	i	0
55	O=C(OCCN(C1=NS(=O)(=O)c2ccccc21)c1ccc(Cl)cc1)c1ccco1	11	-2	0.1	i	0

item	MsrA inhibitor	FAS TE block	Rin1-Abl PPI inh	PABP1 MLLE inh
54	0.7	-6	-4	2
51	2.9	2	3	-8
53	0.1	-2	-2	17
52	-0.9	10	-2	8
56	-0.6	0	3	-6
55	-0.5	10	-2	19

# Source: PubChem
